Screening results as filed in PubChem BioAssay.
PAFAH1B3 inh: PAFAH1B3 enzyme inhibitors, primary screen, biochemical, fluorescence polarization, human. 340,000 tested, 0.28% active. Platelet-activating factor acetylhydrolase IB subunit alpha1 (Homo sapiens), Q15102. inhibition, % at 3.39 µM. AID 492972, 2010. recombinant PAFAH1B3, FP-rhodamine probe;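 active = inhibition above the screen-wide average of all tested compounds plus 3 SD, cut at about 25% in these data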;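 also: 0% = enzyme with DMSO only and 100% = wells lacking PAFAH1B3 protein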
EBNA-1 inhibitor: EBNA-1 DNA-binding inhibitors, primary screen, biochemical, fluorescence polarization; 300,000 tested, 0.34% active; inhibition, % at 14.8 µM; in the data active = inhibition above about 28%
PAFAH1B2 FP inh: PAFAH1B2 enzyme inhibitors, primary screen, biochemical, fluorescence polarization, human; Platelet-activating factor acetylhydrolase IB subunit alpha2 (Homo sapiens), P68402; recombinant PAFAH1B2, FP-rhodamine activity probe; inhibition, % at 3.39 µM; 340,000 tested, 1.2% active; AID 492953, 2010;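 active = inhibition above the mean of all tested compounds plus 3 SD, cut at about 24% in these data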;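 also: 0% = enzyme with DMSO and 100% = wells lacking PAFAH1B2; many of its hits are not listed in these tables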
PREPL inhibitor: PREPL enzyme inhibitors, primary screen, biochemical, fluorescence polarization. inhibition, % at 5.96 µM. AID 2751, 2010. 320,000 tested, 0.68% active. recombinant PREPL, fluorescence polarization activity-based probe. Prolyl endopeptidase-like (Homo sapiens), Q4J6C6; in the data active = inhibition above about 43%;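 also: 0% = enzyme with DMSO and 100% = wells lacking enzyme; many of its hits are not listed in these tables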
pPAFAH FP inh: pPAFAH enzyme inhibitors, primary screen, biochemical, fluorescence polarization, human; inhibition, % at 3.39 µM; recombinant pPAFAH, FP-rhodamine probe fluorescence polarization; AID 463082, 2010; Platelet-activating factor acetylhydrolase (Homo sapiens), Q13093; 330,000 tested, 1.5% active;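 active = inhibition above the mean inhibition across the screen plus 3 SD, cut at about 25% in these data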;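 also: inhibitors block binding of the rhodamine activity-based probe so polarization drops; 0% = enzyme with DMSO and 100% = wells lacking pPAFAH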
Target sequence (Q13093 whole entry, looked up): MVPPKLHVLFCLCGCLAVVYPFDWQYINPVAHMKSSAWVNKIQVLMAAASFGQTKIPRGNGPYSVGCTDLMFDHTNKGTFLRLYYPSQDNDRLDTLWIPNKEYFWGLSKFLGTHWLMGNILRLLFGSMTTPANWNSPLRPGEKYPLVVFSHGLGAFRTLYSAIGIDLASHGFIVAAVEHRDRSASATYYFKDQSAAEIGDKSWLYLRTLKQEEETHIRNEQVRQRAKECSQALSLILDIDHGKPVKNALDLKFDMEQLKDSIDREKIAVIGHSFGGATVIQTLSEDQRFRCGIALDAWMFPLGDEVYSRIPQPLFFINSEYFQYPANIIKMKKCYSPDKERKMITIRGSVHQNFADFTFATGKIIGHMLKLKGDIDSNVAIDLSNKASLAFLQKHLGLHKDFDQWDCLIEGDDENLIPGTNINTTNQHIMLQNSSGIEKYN
PAFAH2 inh: PAFAH2 enzyme inhibitors, primary screen, biochemical, fluorescence polarization, human; Platelet-activating factor acetylhydrolase 2, cytoplasmic (Homo sapiens), Q99487; recombinant PAFAH2, FP-rhodamine activity probe; inhibition, % at 3.39 µM; 340,000 tested, 0.99% active; AID 492956, 2010;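 active = inhibition above the mean over all tested compounds plus 3 SD, cut at about 30% in these data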;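 also: inhibitors block probe labeling of enzyme so polarization drops; 0% = enzyme with DMSO and 100% = wells lacking PAFAH2 protein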
ZTA DNA inh: counter-screen for EBNA-1 inhibitors: inhibitors of Epstein-Barr virus ZTA | P03206 | ZTA-DNA binding, fluorescence polarization | inhibition, % at 11 µM | 320,000 tested, 0.15% active | AID 2234; in the data active = inhibition above about 33%
Target sequence (P03206 whole entry, looked up): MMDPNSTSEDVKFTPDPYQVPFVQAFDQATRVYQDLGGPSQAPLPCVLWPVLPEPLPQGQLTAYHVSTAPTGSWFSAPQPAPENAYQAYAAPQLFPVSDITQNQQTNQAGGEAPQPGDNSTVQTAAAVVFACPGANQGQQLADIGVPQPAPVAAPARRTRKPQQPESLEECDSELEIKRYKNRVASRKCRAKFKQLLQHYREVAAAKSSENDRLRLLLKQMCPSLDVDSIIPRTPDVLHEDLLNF
LYPLA2 inh: LYPLA2 inhibitors, primary screen, counter-screen for PME1 inhibitor project, biochemical, fluorescence polarization, FP-Rh probe ABPP; Acyl-protein thioesterase 2 (Homo sapiens), O95372; recombinant LYPLA2; inhibition, % at 5.9 µM; 320,000 tested, 0.38% active;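 active = inhibition above the screen-wide mean plus 3 SD, limit set per campaign, cut at about 26% in these data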;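 also: 0% = LYPLA2 with DMSO and 100% = wells lacking LYPLA2 enzyme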
LYPLA1 inh: LYPLA1 inhibitors, primary screen, counter-screen for PME1 inhibitor project, biochemical, fluorescence polarization, FP-Rh probe ABPP. Acyl-protein thioesterase 1 (Homo sapiens), O75608. recombinant LYPLA1. inhibition, % at 5.9 µM. 320,000 tested, 0.16% active;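 active = inhibition above the mean of all tested compounds plus 3 SD, set per campaign, cut at about 14% in these data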;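 also: inhibitors block serine hydrolase probe labeling of LYPLA1 so polarization falls; 0% = enzyme with DMSO and 100% = wells lacking LYPLA1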
Target sequence (O75608 whole entry, looked up): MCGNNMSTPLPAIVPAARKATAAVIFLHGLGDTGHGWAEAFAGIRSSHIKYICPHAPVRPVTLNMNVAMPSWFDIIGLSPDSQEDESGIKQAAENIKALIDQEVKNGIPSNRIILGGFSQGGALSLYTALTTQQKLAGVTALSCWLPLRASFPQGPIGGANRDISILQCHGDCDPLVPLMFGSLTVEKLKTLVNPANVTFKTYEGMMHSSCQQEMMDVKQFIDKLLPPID
* marks the source's active call; other numbers are inactive results; . = no result given; & = joins results of further samples. These rows are one share of the data; the hit share may differ from the screen's.

cpd	Molecule	PAFAH1B3 inh	EBNA-1 inhibitor	PAFAH1B2 FP inh	PREPL inhibitor	pPAFAH FP inh	PAFAH2 inh	ZTA DNA inh	LYPLA2 inh	LYPLA1 inh
1	CCc1nn(CC(=O)NCCCN(Cc2ccccc2)C(C)C)c(=O)c2cc3sccc3n12	8	0	-1	-13	-1	-1	6	3	2
2	CN(C)C(=O)N1CCC(C(=O)NCc2ccc3c(c2)OCO3)CC1	-1	-17	3	15	-10	0	10	5	-1
3	NC(=O)CSc1nnc(-c2cnccn2)n1-c1ccccc1	10	5	-3	3	3	-4	6	-2	-3
4	CC1(C)S[C@@H]2[C@H](NC(=O)COc3ccccc3)C(=O)N2C1C(=O)OCc1ccccc1 (some centres undefined)	2	7	11	16	11	17	-4	8	-1
5	O=C(Cc1cccs1)N1CCC(c2nc3c(nnn3Cc3ccccc3)c(=O)[nH]2)CC1	4	-1	3	9	4	1	1	-3	-2
6	C/C=C1\NC(=O)[C@H](C)NC(=O)[C@@H](NC(=O)[C@@H](Cc2ccc(O)cc2)NC(=O)[C@@H](NC(=O)/C(C)=C/C)C(C)C)[C@@H](C)OC(=O)[C@H](CCCCc2ccc(O)cc2)NC(=O)[C@@H](CCC(=O)O)NC1=O	6	.	9	-2	0	-11	.	.	.
7	CC1(C)OC(=O)C(=CNCC(=O)NCC(=O)O)C(=O)O1	3	6	-2	-4	0	1	4	2	5
8	O=S(=O)(c1ccc(F)cc1)N1CCN(c2ncccn2)CC1	2	-5	12	-7	1	2	-1	7	5
9	CCN(CC)S(=O)(=O)c1ccc(/C=C/C(=O)Nc2ccc(F)c(F)c2F)cc1	10	15	3	-2	7	-8	12	-1	-4
10	CCOC(=O)C(=O)Nc1ccc([N+](=O)[O-])cc1OC	4	-12	5	-8	4	-1	-7	4	0
11	Cc1cc(C)n(-c2ccc(Cl)c(C(=O)Nc3ccc(-c4nnc5n4CCCCC5)cc3)n2)n1	4	16	5	-3	3	-3	4	-3	-3
12	O=C(Nc1ccc(Br)cc1Br)C1CC(=O)N(Cc2ccccc2)C1 (centres undefined)	6	-2	6	-6	3	4	2	0	-5
13	Cc1ccccc1OCC(O)CN1CCN(c2ccccn2)CC1 (centres undefined)	9	-17	0	4	-6	14	-28	-4	-3
14	Cc1ccsc1/C=N/N1CCN(c2ccccn2)CC1	1	4	0	11	2	3	-9	2	4
15	Cc1ccc(C(=O)NC(=S)NNC(=O)c2ccccc2O)cc1	10	3	8	2	11	18	7	2	-3
16	Cn1c(SCc2cccc(Cl)c2)nc(C(F)(F)F)cc1=O	-1	-4	2	13	9	11	-11	8	-1
17	COc1ccc(/C=N/NC(N)=S)cc1	8	7	2	-1	2	-4	-2	1	-1
18	O=c1ncn(-c2ccc(F)cc2)c2ncccc12	6	-11	7	6	0	0	-16	-1	2
19	CC(=O)Nc1ccc(S(=O)(=O)N2CCC(c3nnc(-c4ccc(C)cc4)o3)CC2)cc1	-8	1	2	-2	-4	-8	17	17	-1
20	CSCc1ccc(C(=O)Nc2ccc(C(N)=O)cc2)cc1	6	4	3	7	4	-6	-11	4	-1
21	CCN(C[C@H]1N[C@@](Cc2ccccc2)(C(=O)OC)[C@H]2C(=O)N(C)C(=O)[C@@H]12)S(=O)(=O)c1ccc(-c2ccccc2)cc1	7	.	8	-14	9	-1	.	.	.
22	Cc1cccc(CCNc2nc3ccc(C)cc3n3cnnc23)c1	2	-2	5	4	14	4	-13	5	-1
23	CCOc1cc(C(=O)NCCCNC(=O)c2cc(OCC)c(OCC)c(OCC)c2)cc(OCC)c1OCC	3	0	2	10	-1	0	-5	3	2
24	C/C(=N\Nc1nc(-c2cc(C)ccc2C)cs1)c1cc2ccccc2oc1=O	2	-1	2	14	14	5	-11	-1	-3
25	COc1ccc(CNC(=O)C2CCC(CNc3c(N4CCOCC4)c(=O)c3=O)CC2)cc1 (centres undefined)	7&13	-1	6&2	9	0	1&13	-10	0	1
26	CCOc1ccc(NC(=O)N2CCC(c3nc4ccccc4[nH]3)CC2)cc1	-2	-13	2	-4	6	3	-15	-3	1
27	CCN(CC)C(=O)Cn1cc(SCC(=O)Nc2cc(C)on2)c2ccccc21	9	-13	2	5	3	6	8	-5	-3
28	COc1ccc(CCCc2n[nH]c(=S)n2C)cc1C	7	-4	3	4	0	6	6	0	2
29	O=C(CSc1nncs1)N1CCN(C(=O)c2ccco2)CC1	7	-10	1	0	3	2	-4	2	2
30	CC(C)C(=O)Nc1ccc(-c2nc3ncccc3o2)cc1	1	-5	4	0	2	1	-31	-1	2
31	CC1=C(C(=O)OCC2CCCO2)C(c2ccncc2)C2=C(CCCC2=O)N1 (centres undefined)	2	-21	5	3	5	-3	-1	-9	-2
32	COc1cc(OC)cc(C(=O)NC(C(=O)Nc2ccc3c(c2)OCO3)C(C)C)c1 (centres undefined)	5	.	0	-3	-6	-7	11	-1	-1
33	O=C1CCc2cc(S(=O)(=O)NC(Cc3ccccc3)C(=O)NC3CCCC3)ccc2N1 (centres undefined)	-2	5	2	9	-4	-2	7	1	1
34	Cc1nnc(SCC(=O)NCc2ccco2)n1-c1ccc(F)cc1	-4	4	0	6	1	-14	6	-1	-2
35	Cc1[nH]c(=O)[nH]c(=O)c1/C=N/NC(=O)[C@H](C)N	0	-12	1	0	2	0	2	6	0
36	Cc1cccc(CCN2C(Nc3ccccc3)=NC[C@@H]2C)c1	8	-6	0	0	6	3	-20	5	2
37	Cn1c(CSc2ncn[nH]2)nc2ccccc21	-7	-2	2	-9	0	5	-6	8	3
38	C=CCOc1cc(C)nc(-c2ccccc2O)n1	8	5	7	-9	-1	7	4	4	0
39	CC(C)(C)n1nnnc1C(c1cc2cc3c(cc2[nH]c1=O)OCO3)N1CCN(c2ccccc2)CC1 (centres undefined)	6	4	2	-6	2	4	9	-1	-1
40	CCOCCCNC(=O)C(c1ccc(OC)cc1)N(Cc1ccc2c(c1)OCO2)C(=O)c1ccccn1 (centres undefined)	7	2	2	3	5	2	5	-1	-1

From compound 36 to 39, copied from above:
cpd	Molecule	PAFAH1B3 inh	EBNA-1 inhibitor	PAFAH1B2 FP inh	PREPL inhibitor	pPAFAH FP inh	PAFAH2 inh	ZTA DNA inh	LYPLA2 inh	LYPLA1 inh
36	Cc1cccc(CCN2C(Nc3ccccc3)=NC[C@@H]2C)c1	8	-6	0	0	6	3	-20	5	2
37	Cn1c(CSc2ncn[nH]2)nc2ccccc21	-7	-2	2	-9	0	5	-6	8	3
38	C=CCOc1cc(C)nc(-c2ccccc2O)n1	8	5	7	-9	-1	7	4	4	0
39	CC(C)(C)n1nnnc1C(c1cc2cc3c(cc2[nH]c1=O)OCO3)N1CCN(c2ccccc2)CC1 (centres undefined)	6	4	2	-6	2	4	9	-1	-1

(next part)
cpd	Molecule	PAFAH1B3 inh	EBNA-1 inhibitor	PAFAH1B2 FP inh	PREPL inhibitor	pPAFAH FP inh	PAFAH2 inh	ZTA DNA inh	LYPLA2 inh	LYPLA1 inh
41	O=C(O)/C=C/c1ccccc1Oc1ccccc1	5	-3	18	-6	1	8	15	3	-1
42	Cc1nc2sc(C(c3ccccc3)N3CCN(c4ccccc4F)CC3)c(O)n2n1 (centres undefined)	-3	-8	5	4	-2	5	-4	0	-1
43	Cn1nnnc1SCC(=O)Nc1ccc2c(c1)OCO2	10	-1	8	21	2	4	-6	-3	-1
44	COc1ccc(N2CCN(C(CNC(=O)C(=O)NC3CCCC3)c3ccco3)CC2)cc1 (centres undefined)	-4	3	3	15	-1	-6	-8	6	-2
45	CN(C(=O)c1ccco1)c1nc(CC(=O)Nc2ccccc2)cs1	2	-4	-2	3	8	0	-17	0	-1
46	O=C(NCc1ccc(Cl)cc1)C(=O)NCC1OCCN1S(=O)(=O)c1ccc2c(c1)OCCO2 (centres undefined)	-6	5	18	2	10	-5	16	2	0
47	OC(COc1ccc2ccccc2c1)Cn1cncn1 (centres undefined)	10	6	2	-23	6	3	9	7	2
48	CC(=O)N/N=C/c1ccc(OCCOc2ccc(Br)cc2)cc1	3	5	-4	0	4	-7	3	-3	2
49	O=C(Nc1ccccc1)NN(C(=O)CCl)c1ccccc1	5	-7	4	-8	1	6	1	-2	-2
50	COc1cc(CC(=O)Nc2ccc(Cl)c(C(F)(F)F)c2)cc(OC)c1OC	9	11	-2	21	1	-4	0	-9	-10

Quoted at random: 5 records from the list.
cpd	Molecule	PAFAH1B3 inh	EBNA-1 inhibitor	PAFAH1B2 FP inh	PREPL inhibitor	pPAFAH FP inh	PAFAH2 inh	ZTA DNA inh	LYPLA2 inh	LYPLA1 inh
26	CCOc1ccc(NC(=O)N2CCC(c3nc4ccccc4[nH]3)CC2)cc1	-2	-13	2	-4	6	3	-15	-3	1
25	COc1ccc(CNC(=O)C2CCC(CNc3c(N4CCOCC4)c(=O)c3=O)CC2)cc1 (centres undefined)	7&13	-1	6&2	9	0	1&13	-10	0	1
30	CC(C)C(=O)Nc1ccc(-c2nc3ncccc3o2)cc1	1	-5	4	0	2	1	-31	-1	2
18	O=c1ncn(-c2ccc(F)cc2)c2ncccc12	6	-11	7	6	0	0	-16	-1	2
46	O=C(NCc1ccc(Cl)cc1)C(=O)NCC1OCCN1S(=O)(=O)c1ccc2c(c1)OCCO2 (centres undefined)	-6	5	18	2	10	-5	16	2	0

(further entries)
cpd	Molecule	PAFAH1B3 inh	EBNA-1 inhibitor	PAFAH1B2 FP inh	PREPL inhibitor	pPAFAH FP inh	PAFAH2 inh	ZTA DNA inh	LYPLA2 inh	LYPLA1 inh
51	O=C(NCc1cc(C(F)(F)F)cc(C(F)(F)F)c1)C1CC(c2ccccc2C(F)(F)F)=NO1 (centres undefined)	.	-5	.	13	2	.	-2	-4	2
52	CCN(CC)CCCNC(=O)c1ccccc1NC(=O)C1=CSCCO1	-2	6	2	1	7	1	23	-2	-3
53	Cc1cc(N)n(-c2ccc(S(=O)(=O)c3ccc(C(C)C)cc3)cc2)n1	3	1	6	7	1	2	-1	0	-1
54	Cc1c(Br)c(C(=O)NNC(=O)c2ccc(C(C)(C)C)cc2)nn1C	6	-7	10	1	-1	3	2	4	5
55	COC(=O)c1ccc(NS(=O)(=O)c2c(C)[nH]c(C)c2C(=O)N2CCCC2)cc1	7	-6	1	16	7	-26	-3	7	1
56	Cc1cccc(CC(=O)N2CCOCC2)c1	6	-12	3	0	4	1	6	4	0
57	CCOC(=O)C(=CNc1ccccc1C)C(=O)OCC	7	8	6	1	2	-3	6	13	4
58	O=C(COC(=O)/C=C/c1ccccc1)NC1CCCCC1	3	.	3	20	9	76*	9	8	1
59	CCCn1c(N)c(Sc2ccccc2[N+](=O)[O-])c(=O)n(CCC)c1=O	-6	0	7	16	2	-2	-5	4	4
60	CC(=O)Oc1ccc(/C=C(\NC(=O)c2ccco2)C(=O)NCc2ccccc2)cc1	8	-3	1	4	2	1	-2	5	0
61	N#Cc1nc(-c2cccs2)oc1NCCCN1CCOCC1	0	4	4	9	-1	-6	5	-4	-2

Values in list order from the list.
PREPL inhibitor, compounds 52–58 → 1, 7, 1, 16, 0, 1, 20
